MITF act – MITF TRPM1 promoter activation in melanoma cells; activation, % at 12.5 µM; SK-MEL-5 TRPM1-promoter luciferase, 24 h; % of positive control, neutral wells = 0; actives 0.75% (n = 300,000);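 active = mean activation of at least 80% with every replicate also reaching 80%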;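 note: 0% = neutral control wells and 100% = parthenolide positive control wells; values of inactives mirror those of a sister screen read the other way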
CAL PDZ FP-1 – CAL PDZ (human) peptide binding inhibition; actives 0.92% (n = 300,000); AID 602252; Q9HD26; inhibition, % at 24.9 µM; purified CAL PDZ, TMR-peptide fluorescence polarization, 1 h;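 active = mean inhibition of at least 30% with at least half of replicates also reaching 30%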;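 note: 0% = DMSO neutral control and 100% = excess unlabeled competitor peptide PRC23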
dFosB act – mouse delta FosB homodimer activation | actives 0.99% (n = 340,000) | purified delta FosB, TAMRA-CDK5 oligo fluorescence polarization; percent of positive-control signal above neutral wells | activation, % at 25 µM | P13346;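 active = mean activation above about 17%, with every replicate also reaching it, limit read from the data, passing the limit was not always enough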;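 note: fluorescence polarization rise as delta FosB binds a TAMRA Cdk5 AP-1 oligo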
Target sequence (P13346 whole entry, looked up): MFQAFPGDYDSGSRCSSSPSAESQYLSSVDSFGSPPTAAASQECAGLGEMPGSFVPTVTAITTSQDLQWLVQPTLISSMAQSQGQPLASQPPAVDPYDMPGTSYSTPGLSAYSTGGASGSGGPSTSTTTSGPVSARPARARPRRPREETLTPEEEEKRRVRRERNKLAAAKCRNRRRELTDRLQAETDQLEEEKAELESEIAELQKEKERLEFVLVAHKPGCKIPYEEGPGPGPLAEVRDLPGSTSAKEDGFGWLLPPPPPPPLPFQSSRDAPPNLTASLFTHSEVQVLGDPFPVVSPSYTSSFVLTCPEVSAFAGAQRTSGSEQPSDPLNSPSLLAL
cardiac RTF act – cardiac RTF calcium sensitization | P19429+P45379 | IANBD-labeled TnC RTF fluorescence at EC20 calcium; 0% EC20 calcium, 100% full calcium | activation, % at 7.2 µM | actives 0.24% (n = 340,000) | AID 493008;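 active = activation above the mean over all tested compounds plus 3 SD, cut at about 30% in these data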;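 note: rise in fluorescence read as greater calcium sensitivity of cardiac thin filaments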
CAL PDZ FP-2 – blocks peptide binding to human CAL PDZ domain; purified CAL PDZ, TMR-peptide fluorescence polarization, 1 h; inhibition, % at 20 µM; actives 0.02% (n = 330,000); AID 504414;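 active = highest replicate inhibition of at least 40%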;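 note: plate controls were DMSO neutral control wells for no effect and unlabeled competitor peptide control wells for full effect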
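Material – purified CerCALP PDZ construct · Detection – FP readout, S and P plane fluorescence · Measure – percent inhibition from loss of millipolarization · Controls – unlabelled peptide for full inhibition, DMSO wells as neutral · Probe or stimulus – TMR-labelled reporter peptide T*-PRC34 bound in PDZ groove · Times – 1 h at RT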
CDK5 p35 inh – blocks human CDK5/p35 kinase activity | Q00535+Q15078 | Recombinant CDK5/p35, ADP-Glo luminescence, 60 min | inhibition, % at 10 µM | actives 0.01% (n = 330,000) | AID 488839;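 active = highest replicate inhibition of at least 50% and at least 75% of replicates reaching 50%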;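 note: plate controls were DMSO neutral control for no effect and GW8510 at 10 µM for full effect; many of its hits are not listed in these tables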
Tat export inh – E. coli Tat transport inhibition; E. coli MC4100 TorA-mCherry Tat export, fluorescence; inhibition, % at 10 µM; actives 0.036% (n = 340,000);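 active = mean replicate inhibition at least 50% and at least half of replicates individually reaching 50%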;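 note: exported cargo escapes ClpAP degradation while cytoplasmic cargo is degraded and loses fluorescence; 0% = median of neutral control wells and 100% = median of NaSCN control wells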
V-ATPase pH – regulators of yeast V-ATPase proton transport; S. cerevisiae, pHLuorin cytosolic pH fluorescence; response, % at 10 µM; actives 0.37% (n = 350,000); in the data active = response mostly above about 7.3%, no sharp cut-off; inactive = mostly below about 5.4%; note: actives read high; inactives centre near 0; some compounds called inactive have numbers as strong as hits
Rtt109 Vps75 – inhibitors of Candida albicans Rtt109/Vps75 histone acetyltransferase; inhibition, % at 34.9 µM; purified Rtt109/Vps75, ThioGlo CoA-SH fluorescence, 4 h; actives 0.16% (n = 330,000);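 active = inhibition of at least 50% in every replicate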
Target sequence (Q5AAJ8 whole entry, looked up): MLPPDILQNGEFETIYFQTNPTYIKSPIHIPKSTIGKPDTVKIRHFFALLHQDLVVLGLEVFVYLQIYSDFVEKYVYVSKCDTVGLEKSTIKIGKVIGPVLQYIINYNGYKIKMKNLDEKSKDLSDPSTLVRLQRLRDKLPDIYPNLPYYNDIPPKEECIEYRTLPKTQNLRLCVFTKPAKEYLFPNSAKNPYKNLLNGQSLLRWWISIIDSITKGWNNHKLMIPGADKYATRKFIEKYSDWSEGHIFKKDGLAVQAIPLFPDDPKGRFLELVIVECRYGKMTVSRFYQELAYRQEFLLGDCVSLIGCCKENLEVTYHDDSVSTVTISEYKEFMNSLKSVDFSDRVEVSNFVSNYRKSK
Wnt bcat act – Wnt/beta-catenin pathway activation | Wnt/beta-catenin reporter cell assay, activator, plate reader | AID 743398 | activation, % at 9.35 µM | actives 1.2% (n = 300,000); in the data active = activation above about 30%, passing the limit was not always enough;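 note: 0% = neutral control wells and 100% = positive control wells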
* hit, by the source's call; . = no result given.

SMILES	MITF act	CAL PDZ FP-1	dFosB act	cardiac RTF act	CAL PDZ FP-2	CDK5 p35 inh	Tat export inh	V-ATPase pH	Rtt109 Vps75	Wnt bcat act
CC(=O)O[C@H]1C(=O)[C@]2(C)[C@H]([C@H](OC(=O)c3ccccc3)[C@]3(O)C[C@H](OC(=O)[C@H](O)[C@@H](NC(=O)c4ccccc4)c4ccccc4)C(C)=C1C3(C)C)[C@]1(OC(C)=O)CO[C@@H]1C[C@@H]2O	-29	2	2	8	-1.0	0.7	-5	4	11	-9
COc1cc2c(cc1OC)-c1cc(NCc3ccccn3)nc(=O)n1CC2	.	-6	-5	0	3.6	-0.2	4	8	9	0
COCCOC(=O)C1=C(C)NC(=O)NC1C1CC=CCC1 (stereo not given)	7	-5	1	-2	-2.1	-1.9	3	2	-5	-2
CCc1ccc(CNC(=O)c2cc3c(C)nc4ccccc4c3o2)cc1	-9	-2	-23	2	-2.0	-0.3	-3	-3	1	-4
COc1cc(O)oc1C=Nc1ccc(Cl)cc1Cl	.	-1	-1	5	0.0	-1.7	-2	-1	-14	2
NS(=O)(=O)c1ccc(CNC(=O)c2cc(=O)[nH]c3ccccc23)cc1	-21	-5	2	9	-3.3	-0.1	-12	-1	-3	-1
Cc1ccc(S(=O)(=O)N2CCCCC2)cc1NS(=O)(=O)c1ccc(Cl)c(C(=O)O)c1	-10	-2	1	2	0.4	-1.1	0	-6	9	-1
COc1ccc(C)cc1NC(=O)c1cc2c(=O)n3ccccc3nc2n1C	7	-2	-2	2	-0.1	0.5	0	-68	-7	-1
O=C(CNC(=O)c1ccccc1)c1ccccc1	8	1	-8	4	-0.3	0.5	5	-2	0	17
CC(=O)NC(C)C(c1cccs1)N1CCN(c2ccccc2)CC1 (stereo not given)	-14	4	-4	1	-1.9	-0.5	2	1	5	-11
O=C(/C=N/O)Nc1cccnc1	.	-13	-5	7	-1.7	0.9	4	-3	32	1
CS(=O)(=O)N1CCN(c2ccc([N+](=O)[O-])c(NCc3ccc(Cl)cc3)c2)CC1	-3	-3	5	-1	-0.8	1.1	8	-2	-1	-5
Cc1c(NC(=S)NC(=O)Cc2ccccc2)cccc1C(=O)O	1	-2	-4	2	-0.5	0.1	1	6	-6	-1
CC(=O)Nc1c(F)c(F)c(F)c(F)c1F	3	1	-7	-1	-2.4	-0.4	16	2	1	1
C=CCN(c1ccccc1)S(=O)(=O)c1cc2c(cc1C)N(C)CCO2	0	.	-7	9	0.4	0.1	2	2	12	-1
Cc1nc(/C=C/c2ccccc2)cc(/C=C/c2ccccc2)n1	17	11	-8	-5	-1.3	0.8	3	-6	5	29
CCC(C(=O)Nc1ccc(C(=O)O)cc1NC(=O)C(CC)c1ccccc1)c1ccccc1 (stereo not given)	.	-4	0	-3	-0.3	1.6	4	-4	1	0
Cc1ccc(NC(=S)Nc2ccc3cn[nH]c3c2)cc1	13	-6	0	4	3.0	-4.0	-4	10	-9	17
CCOC(=O)c1oc2nc3c(cc2c1N)COC(C)(C)C3	59	4	-5	2	-2.2	-0.5	5	-5	-16	49*
NC(=O)c1cc(S(=O)(=O)NCc2ccccc2)cs1	0	-4	-2	3	-0.7	-0.2	-3	-1	-2	0
Cc1nn(C(C)CC(=O)O)c(C)c1C (stereo not given)	-3	-5	3	0	-1.0	0.7	4	2	-2	4
CCOC(=O)Nc1ccc2c(c1)N(C(=O)CCN(C)C)c1ccccc1S2	.	0	1	0	-4.6	0.5	0	-1	14	.
Cc1sc2nc(SCc3nnc(-c4cccs4)o3)n(C3CCCC3)c(=O)c2c1C	.	1	-10	1	.	0.2	2	-6	-3	.
COc1ccc(N2C(=O)CCC2(C#N)c2ccc(OC)cc2)cc1 (stereo not given)	.	-4	-5	1	-0.6	0.9	-4	0	10	-4
CCOC(=O)C(=Cc1ccc2c(c1)OCO2)c1ccccc1	-1	.	-1	-7	-1.3	-1.6	-3	-2	7	-3
CN(C(=O)c1coc(=O)c2ccccc12)c1ccccc1Cl	-5	-3	2	3	-2.1	-0.8	-4	3	-4	-1
Cc1ccc(C(C)NC(=O)/C(C#N)=C\c2c(C)[nH]c3ccccc23)cc1 (stereo not given)	-2	.	-6	-3	-1.6	-0.1	13	9	-8	.
CC1=NN(C(N)=S)C(=O)C1N=Nc1cccc(C(=O)O)c1 (stereo not given)	.	-2	-3	-2	-1.9	1.1	-14	2	2	-1
COc1cccc(CNS(=O)(=O)/C=C/c2ccc3c(c2)OCO3)c1	4	-3	-6	-5	-0.2	0.8	-4	4	1	-3
O=C(O)c1ccc(OCC(O)Cn2c3ccccc3c3ccccc32)cc1 (stereo not given)	1	-18	-1	3	-2.9	-0.6	4	-4	21	-2
CCOC(=O)[C@@H]1C(c2c(OC)cc(OC)cc2OC)=NO[C@@H]1C(=O)OCC	5	1	0	6	0.4	0.6	-1	0	1	-3
Cc1ccc(NC(=O)CCNS(=O)(=O)c2cccc3nsnc23)cc1F	3	8	1	-1	-1.7	-0.3	1	-1	1	0
N#CC(C(=O)NC1CCCCC1)=C1CCCCC1	10	-1	3	-4	-0.6	-0.8	1	0	6	1
Cc1nnsc1C(=O)N1CCN(c2cc(C(F)(F)F)ccn2)CC1	4	-5	-7	-9	1.1	1.4	7	-3	-9	-4
O=c1[nH]c(=S)[nH]c2c1C(c1cc([N+](=O)[O-])c(N3CCOCC3)cc1N1CCOCC1)O2 (stereo not given)	2	3	-9	-2	.	-3.3	3	0	4	-15
Cc1cc(C)cc(NC(=O)COc2ccc(C(=S)N3CCOCC3)cc2)c1	-8	-3	-6	-1	-0.9	-8.1	-6	0	7	-1
O=c1c2ccccc2c(C=NCc2ccccn2)c(O)n1-c1ccccc1	0	0	1	14	-2.3	-1.4	1	3	-2	-6
Cc1ccccc1NC(=O)/C=C1\SC(=O)NC1=O	-12	-5	7	-1	0.3	-0.4	-4	2	-6	-2
O=C(NCCC(=O)N1CCN(c2ccccn2)CC1)c1ccc([N+](=O)[O-])cc1	-1	.	-1	-2	-3.0	-1.2	1	1	-9	-3
O=C1c2ccccc2/C(=C\C#Cc2ccccn2)N1c1ccccc1	95*	3	3	6	-1.8	0.7	-4	-17	14	18
CC1CCN(CCCNc2cc(NCCO)c([N+](=O)[O-])c3nonc23)CC1	12	-12	-2	-1	0.2	1.6	-4	5	18	4
COc1cc(C(=O)N2CCC(NC(=O)C(Cc3ccccc3C)NC(C)=O)CC2)cc(OC)c1OC (stereo not given)	7	-4	-6	-4	-0.7	0.3	7	-2	0	.
CC12/C(=N/O)C3C4CC5C3/C(=N/O)C1C5C42 (stereo not given)	-3	-2	0	-4	-2.9	0.0	0	2	0	-4
CCN(c1ccccc1)S(=O)(=O)c1cccc(C(=O)NCCOc2ccccc2OC)c1	-2	-3	-4	-3	-1.1	0.4	6	-4	6	-5
CN(C)C(=O)C1C2NC(=S)N(c3ccc(Cl)cc3)C1(C)Oc1ccc(Cl)cc12 (stereo not given)	-1	0	-8	3	-0.1	1.0	-7	4	19	-1
CC(=O)N(C)Cc1ccc(C(=O)CSc2nnc(C3CC3)n2C2CC2)cc1	-5	.	2	0	-0.6	1.3	-6	0	6	0
COc1ccc(CCN2CC(C(=O)Nc3nnc(Cc4ccccc4)s3)CC2=O)cc1OC (stereo not given)	-3	.	-6	7	0.0	-0.9	-12	0	1	-3
Cc1cc(=O)oc2cc(NC(=O)CC3(CC(=O)O)CCCC3)ccc12	.	.	-3	.	-1.0	0.6	7	0	-1	2
CC(Oc1ccc([N+](=O)[O-])cc1Cl)C(=O)Nc1ccc(C(N)=O)cc1 (stereo not given)	6	6	-3	.	0.1	0.4	-4	0	1	0
Cc1ccc(C)c(OCCSc2nnc(C)c(=O)[nH]2)c1	-2	-1	-4	4	-1.9	-4.5	1	-3	4	-1
O=C(CSc1ccc(Br)cc1)N1CCOCC1	22	-2	7	-4	0.7	0.8	4	-4	-4	6
COc1cc(/C=C2\C(=O)N(CCC#N)N=C2C)c(Br)cc1OC(C)C	-22	-3	-1	-5	-1.4	-1.2	-3	5	-1	.
CCOC(=O)c1sc2nc(N3CCOCC3)c3c(c2c1N)CC(C)(C)N(C)C3	21	1	-5	-4	3.4	-0.7	-7	-1	-1	-1
O=C(O)CCNC(=O)CCCn1nnc2ccccc2c1=O	-3	-4	2	0	0.9	0.7	1	-3	-8	5
CN(C)/C(=N\O)c1c(Cl)cccc1Cl	-9	-4	-4	2	0.1	0.2	3	4	12	3
Cc1ccc(C)c(Nc2cc(C)nc(-c3ccccc3O)n2)c1	-43	-3	-1	7	-0.5	1.3	6	2	-5	-7
CCOC(=O)c1ccc[n+](CC(=O)Nc2ccccc2OC(F)F)c1	5	.	-7	13	-0.7	-1.7	3	1	-1	0
C[C@@H]1CC=C[C@H]2[C@H]1C(=O)N(Cc1ccccc1)[C@H]2c1ccc(-c2ccc(N(C)C)cc2)cc1F	-1	0	-2	0	-0.7	-0.3	-15	4	-5	-23
CC(=O)Nc1ccc(C(=O)OCC(=O)NC(=O)NC2CCCCC2)cc1	.	86*	-10	2	-1.1	0.9	-6	4	-4	-5
Cc1ccc(C(=O)COC(=O)c2ccco2)cc1C	68	-4	-5	4	-0.1	0.7	-1	0	-7	5

Quoted from the listing.
COc1cc(/C=C2\C(=O)N(CCC#N)N=C2C)c(Br)cc1OC(C)C @ V-ATPase pH: 5
O=C(O)CCNC(=O)CCCn1nnc2ccccc2c1=O @ V-ATPase pH: -3
Cc1ccc(C)c(Nc2cc(C)nc(-c3ccccc3O)n2)c1 @ CDK5 p35 inh: 1.3

Marked active in MITF act (from the list above):
SMILES | MITF act | CAL PDZ FP-1 | dFosB act | CAL PDZ FP-2 | CDK5 p35 inh | Tat export inh | V-ATPase pH | Rtt109 Vps75 | Wnt bcat act
O=C1c2ccccc2/C(=C\C#Cc2ccccn2)N1c1ccccc1 | 95* | 3 | 3 | -1.8 | 0.7 | -4 | -17 | 14 | 18

Remaining list, next part:
SMILES	MITF act	CAL PDZ FP-1	dFosB act	cardiac RTF act	CAL PDZ FP-2	CDK5 p35 inh	Tat export inh	V-ATPase pH	Rtt109 Vps75	Wnt bcat act
COc1ccc(NS(=O)(=O)c2cccc3cccnc23)cc1Cl	2	-4	-6	-1	-3.6	1.2	4	-4	-1	3
CC(=O)c1cccc(OCC(=O)Nc2cccc(C(=O)Nc3c(C)n(C)n(-c4ccccc4)c3=O)c2)c1	.	0	-6	-3	0.9	1.1	-5	-2	9	-1
CCCn1c(SCC(=O)NNC(=O)c2ccccc2)nnc1-c1cccnc1	6	3	-1	0	-0.1	1.4	-3	0	11	-1
Cc1ccc(OCCn2ccnc2)c(C)c1	4	-5	-7	1	-0.3	0.7	-2	-2	-3	-1
NC(=O)C1CCN(C(=O)CSc2ccccn2)CC1	4	-1	7	7	-1.6	3.6	3	1	3	.

Screening results as filed in PubChem BioAssay.
